# Assay outcomes (PubChem BioAssay)
# PMI act satM6P: human PMI activators, high substrate, primary screen, biochemical, fluorescence intensity, near-saturating mannose 6-phosphate | activation factor at 20 µM | AID 1216, 2008 | actives 0.34% (n = 190,000) | coupled PMI enzyme assay, resazurin fluorescence, 20 min; stronger effect = higher value; 1 = untreated enzyme, 0 = substrate-free blank;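 active = activation factor of 2 or more at 20 µM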
# Target sequence (P34949 whole entry, looked up): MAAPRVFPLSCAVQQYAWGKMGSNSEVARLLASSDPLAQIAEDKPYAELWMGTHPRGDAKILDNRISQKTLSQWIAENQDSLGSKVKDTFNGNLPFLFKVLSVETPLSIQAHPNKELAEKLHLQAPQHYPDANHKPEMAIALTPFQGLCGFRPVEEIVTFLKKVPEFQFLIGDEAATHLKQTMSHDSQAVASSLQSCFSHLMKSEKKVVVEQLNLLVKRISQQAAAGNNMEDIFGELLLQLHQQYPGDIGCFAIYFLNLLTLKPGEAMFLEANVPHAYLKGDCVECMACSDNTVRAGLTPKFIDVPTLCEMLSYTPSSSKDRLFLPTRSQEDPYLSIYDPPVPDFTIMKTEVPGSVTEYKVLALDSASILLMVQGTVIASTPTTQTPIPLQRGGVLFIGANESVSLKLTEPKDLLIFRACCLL
#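 Material: human phosphomannose isomerase with PGI, G6PDH, diaphorase coupling enzymes. Quantity: 15 ng/mL PMI. Medium: HEPES pH 7.4 buffer with MgCl2 and Tween-20. Reagent: Near-saturating mannose-6-phosphate, 1.0 mM. Compound: 20 µM single dose. Times: enzyme reaction with compound 20 min at room temperature. Detection: resorufin fluorescence at Ex 544/Em 590 nm.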
# TNAP inh hi DEA: human TNAP enzyme inhibitors, primary screen, biochemical, luminescent, high phosphate acceptor level, uHTS; Alkaline phosphatase, tissue-nonspecific isozyme (Homo sapiens), P05186; inhibition, % at 20 µM; purified TNAP, CDP-star luminescence, 1 M DEA; actives 0.03% (n = 200,000);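 active = over 50% inhibition of tissue-nonspecific alkaline phosphatase at 20 µM in the single-dose screen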;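 note: plate controls were DMSO wells for no effect and EDTA-quenched wells as full inhibition for full effect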
# Target sequence (P05186 whole entry, looked up): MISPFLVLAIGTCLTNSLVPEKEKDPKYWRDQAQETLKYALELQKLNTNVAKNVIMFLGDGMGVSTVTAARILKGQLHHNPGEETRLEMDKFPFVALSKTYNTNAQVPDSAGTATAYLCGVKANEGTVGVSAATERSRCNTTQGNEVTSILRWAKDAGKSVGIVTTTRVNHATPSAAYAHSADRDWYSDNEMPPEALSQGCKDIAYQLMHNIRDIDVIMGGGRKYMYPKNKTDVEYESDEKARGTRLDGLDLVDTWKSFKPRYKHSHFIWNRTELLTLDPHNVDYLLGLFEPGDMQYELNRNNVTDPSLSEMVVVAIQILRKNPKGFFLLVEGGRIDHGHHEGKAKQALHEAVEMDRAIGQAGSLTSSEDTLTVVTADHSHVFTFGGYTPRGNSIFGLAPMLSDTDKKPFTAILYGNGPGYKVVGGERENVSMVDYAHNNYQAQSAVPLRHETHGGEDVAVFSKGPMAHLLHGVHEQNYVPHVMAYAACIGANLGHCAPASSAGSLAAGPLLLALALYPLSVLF
# G6PDH CS: L. mesenteroides G6PDH inhibitors, counter-screen for G6PDH-coupled screening assays, biochemical, Leuconostoc mesenteroides enzyme | inhibition, % at 5 µM | actives 0.12% (n = 200,000) | AID 1020, 2008 | Purified L. mesenteroides G6PDH, diaphorase/resazurin coupled fluorescence, 45 min | glucose-6-phosphate dehydrogenase [Leuconostoc mesenteroides]; in the data active = inhibition above about 50%
# PMI act: activators of human PMI, primary screen, biochemical, fluorescence intensity, near-Km mannose 6-phosphate | purified human PMI, coupled resazurin fluorescence, 20 min; stronger effect = higher value; 1 = vehicle control, 0 substrate-free wells | activation factor at 20 µM | actives 0.005% (n = 190,000) | AID 1214, 2008;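 active = activation factor of 2 or more at 20 µM, relative to plate controls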
# TNAP inh no acc: human TNAP enzyme inhibitors, primary screen, biochemical, luminescent, no phosphate acceptor, uHTS; Alkaline phosphatase, tissue-nonspecific isozyme (Homo sapiens), P05186; purified TNAP, CDP-star luminescence, 30 min; inhibition, % at 20 µM; actives 0.26% (n = 200,000); AID 1012, 2008;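 active = tissue-nonspecific alkaline phosphatase inhibition above about 50% at 20 µM in the single-dose screen, limit read from the data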;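 note: 0% = DMSO negative control and 100% = EDTA positive control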
# TNAP act hi DEA: TNAP activators at high phosphate acceptor level, primary screen, biochemical, luminescence, uHTS; Alkaline phosphatase, tissue-nonspecific isozyme (Homo sapiens), P05186; purified TNAP, CDP-star luminescence, 1 M DEA, 30 min; stronger effect = higher value; 0 = EDTA background, 1 = DMSO-only activity; activation factor at 20 µM; 200,000 tested, under 10 active; AID 1136, 2008;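 active = activation factor at least 2 at 20 µM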
#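 Dosing: 20 µM single point. System: human TNAP. Amount: TNAP 1/800 final. Incubation: 30 min, room temperature. Read-out: TNAP activation factor scaled between EDTA and DMSO control wells. Signal: luminescence from CDP-star hydrolysis. Medium: 1 M DEA, pH 9.8, Mg2+, Zn2+. Control set: EDTA negative control, DMSO positive control.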
# Efa HMGR inh: inhibitors of E. faecalis class II HMGR, primary screen, biochemical, Enterococcus faecalis | HMG-CoA reductase (Enterococcus faecalis, mvaE) | purified E. faecalis HMGR, NADPH absorbance 340 nm kinetic | inhibition, % at 10 µM | actives 0.41% (n = 190,000) | AID 1066, 2008;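 active = inhibition above a set limit, the median over all tested compounds plus 3 SD, cut at about 9.5% in these data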;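 note: enzyme runs in reverse so mevalonate oxidation gives rising NADPH absorbance; 0% = complete reaction with DMSO and 100% = background rate lacking mevalonate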
# Diaphorase act: compounds boosting diaphorase resazurin reduction – biochemical, uHTS, resorufin fluorescence, counter-screen for diaphorase-coupled primary assays, primary screen | AID 1229, 2008 | Diaphorase/resazurin coupled assay, 16 min; stronger effect = higher value; 1 = vehicle wells, 0 = NADH-free wells | activation factor at 20 µM | actives 0.005% (n = 190,000);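 active = diaphorase activity raised at least twofold by the compound at 20 µM; inactive = activation factor below 2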
#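 test system = bacterial diaphorase enzyme (C. kluyveri) | quantity = enzyme 0.07 U/mL final | reagent = NADH substrate 0.114 mM plus resazurin dye 0.1 mM, final | incubation = 16 min enzyme reaction, ambient temperature | buffer or medium = HEPES pH 7.4 buffer with MgCl2 and Tween 20 | signal = fluorescence of resorufin, 544 nm excitation, 590 nm emission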
# FLuc stim CS: FLuc activators, initial screening, artefact control for FLuc-dependent activation tests, biochemical, ATPlite luminescence; Luciferin 4-monooxygenase (Photinus pyralis), P08659; ATPlite luciferase biochemical, 10 min; 0 = ATP-free wells, 1 = DMSO control; activation factor at 10 µM; 200,000 tested, under 10 active;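 active = luciferase activation factor, scaled between plate controls, of at least 2 with compound at 10 µM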
#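 System: Luciferase/luciferin detection reagent, cell-free biochemical luciferase assay | Medium: PBS buffer for ATP | Dosing: Test compounds dosed from 2 mM stocks in 100% DMSO | Timing: 10 min at ambient temperature | Signal: Luminescence measurement of luciferase light output | Evaluation: Luciferase activation, seen as luminescence increase over controls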
# Diaph inh CS: diaphorase inhibitors and chemical oxidizers, primary screen, counter-screen for diaphorase-coupled primary assays, biochemical, uHTS, resorufin fluorescence. actives 0.69% (n = 190,000). inhibition, % at 20 µM. diaphorase resazurin-to-resorufin fluorescence, NADH, 16 min; bacterial (C. kluyveri) enzyme, not human. AID 1217, 2008;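 active = primary screen inhibition at 20 µM above a set limit, cut at about 50% in these data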;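 note: plate controls were DMSO with full reaction for no effect and wells lacking NADH for full effect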
#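 controls = No-NADH positive control and DMSO neutral control | system = Clostridium kluyveri diaphorase enzyme | timing = reaction incubation of 16 min at room temperature | signal = resorufin fluorescence 544/590 nm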
# The depositor's hits bear a star.
# Start of the data: the first two compounds, ahead of the listing:
SMILES,PMI act satM6P,TNAP inh hi DEA,G6PDH CS,PMI act,TNAP inh no acc,TNAP act hi DEA,Efa HMGR inh,Diaphorase act,FLuc stim CS,Diaph inh CS
COc1ccc(/C=N/NC(=O)c2ccc(O)cc2O)cc1CSc1ccccn1,1,-1,-7,0.9,-4,1,0,0.9,0.7,11
N#Cc1c(-c2ccccc2)ccn(Cc2ccc(Cl)cc2)c1=O,1,-6,5,1,-1,1.1,1,0.8,1.1,16

# Results, previewed entries included:
SMILES,PMI act satM6P,TNAP inh hi DEA,G6PDH CS,PMI act,TNAP inh no acc,TNAP act hi DEA,Efa HMGR inh,Diaphorase act,FLuc stim CS,Diaph inh CS
COc1ccc(/C=N/NC(=O)c2ccc(O)cc2O)cc1CSc1ccccn1,1,-1,-7,0.9,-4,1,0,0.9,0.7,11
N#Cc1c(-c2ccccc2)ccn(Cc2ccc(Cl)cc2)c1=O,1,-6,5,1,-1,1.1,1,0.8,1.1,16
O=C1CN(C(=O)COC(=O)c2ccc(N3CCCCCC3)c([N+](=O)[O-])c2)c2ccccc2N1,0.8,2,-26,0.9,1,1,2,0.7,1,31
CCC(=O)Nc1ccc(NC(=O)CSc2nnc(-c3ccc(O)cc3)n2CC2CCCO2)cc1 (configuration not stated),0.6,3,4,0.9,-1,1,-12,0.7,1,25
COc1ccc(-c2nnc(SCC(=O)Nc3sc4c(c3C#N)CCCC4)n2-c2ccccc2)cc1,1,3,6,1,-6,1,-4,0.8,1.1,20
N#Cc1c(/N=C/N2CCOCC2)sc2c1CCCCC2,1.1,-9,0,1.1,-16,1.1,-2,0.9,0.8,8
Cc1csc(SCC(=O)Nc2cccc(S(=O)(=O)N3CCOCC3)c2)n1,1,-5,11,1,3,1,1,0.9,1,13
CCCn1cnc2c(=O)oc3ccccc3c21,1.1,-3,-6,1.1,-12,1,1,0.9,1.1,6
CC1CCCCC1NC(=O)COC(=O)C12CC3CC(CC(Cl)(C3)C1)C2 (configuration not stated),1,-3,5,1,-1,1,-1,1,1.1,0
Cc1cc(N2C(=O)CC(C(C)c3ccccc3)C2=O)no1 (configuration not stated),1,-2,4,1,-9,1,-4,0.9,1.1,14
COc1cc(OC)c(C2C(C#N)=C(N)OC3=C2C(=O)CC(C)C3)cc1OC (configuration not stated),0.6,-5,8,0.9,1,1,0,0.8,1.1,25
CCOC(=O)c1ccc(S(=O)(=O)NNC(=O)COc2cccc(C)c2)cc1,1.1,-3,3,0.9,-13,1,0,0.9,1.1,10
COc1ccc(N/C=C(/C(C)=O)c2ccccc2)cc1,0.9,-6,19,0.9,-13,1.1,-6,1.1,1,-6
Cc1csc(NC(=O)c2cccc(Cn3nc(C)c(Br)c3C)c2)n1,0.9,-4,2,0.9,0,1,-6,0.9,1.2,12
Cc1noc(C)c1S(=O)(=O)NCCc1ccc(S(N)(=O)=O)cc1,1,-3,1,1,-6,1,5,0.9,1.1,15
NC(=O)C1(N2CCCCC2)CCN(C(=O)CSc2nc3ccccc3s2)CC1,1.1,-6,3,1,-8,1.1,0,1,1,-2
O=C(NC(=S)NC1CCCCCC1)c1cncc(Br)c1,1,-4,-2,1,-5,1,-9,0.7,1,32
CC1(C)C2CCC1(C)C(NC(=O)CCN1CCCCC1)C2 (configuration not stated),1.1,-6,2,1.1,-8,1.1,-5,1,1,0
CC(C)OC(=O)CCC1(C(=O)O)CCC(=O)NC1 (configuration not stated),1.1,2,3,1,-8,1,-2,1,1,4
CC(=O)c1ccc(NC(=S)N2CCCCCC2)cc1,1,-2,10,1.1,2,1,-3,0.8,0.9,15
COc1ccc(C2C(C#N)=C(N)N3C(=C2C#N)Sc2ccccc23)cc1 (configuration not stated),0.9,-2,-8,1,-13,1,-5,0.9,1,13
O=C(O)c1cccnc1SCc1cccc(Cl)c1,1.2,2,-1,1.3,-6,1,-2,0.9,1,5
COC(=O)c1c(NC(=O)CN2C(=O)NC3(CCc4ccccc4C3)C2=O)sc2c1CCCCC2 (configuration not stated),1.1,-1,-3,1,-7,1,-4,0.9,1.1,13
CCOC(=O)C(C)Sc1ncnc2c1nnn2-c1ccc(F)cc1 (configuration not stated),1,-5,1,1,-14,1.1,-1,0.9,0.8,15
CC1(C(=O)NCc2ccccn2)C=CCN1C(=O)c1ccccc1 (configuration not stated),1,4,20,1,-4,1,-7,1,1,3
Cc1cccc(N(C(=O)Cn2nnc3ccccc32)C(C(=O)NC(C)(C)C)c2ccsc2)c1 (configuration not stated),0.9,-4,-13,0.9,-1,1,-13,0.9,1.1,12
CC(C)(C(=O)Nc1nccs1)c1ccccc1,1.1,-3,2,1.2,-1,1,1,1.1,1,-11
CC(C)(C)C(=O)NC(CC(=O)O)c1ccccc1 (configuration not stated),1.1,0,3,1.2,-8,1,4,1,1,-3
CC1CCC(=C(C#N)c2nc(-c3cc4ccccc4oc3=O)cs2)CC1 (configuration not stated),0.9,-4,-45,0.9,-13,1,-5,0.9,0.9,15
COc1ccc(C2C(=O)N(CCc3ccccc3)CC(=O)N2C2CCCCC2)cc1 (configuration not stated),1.1,-1,0,1,-15,1,-1,1,1,0
O=C(CSCc1ccc(Cl)cc1Cl)Nc1nccs1,1.1,-4,16,1.1,-8,1,-6,1,1,0
Cc1snc(SCC(=O)c2ccc(F)cc2)c1C#N,0.8,2,-2,1.1,5,1,7,1,1,4
CC(Cl)C(=O)Nc1cc(C(C)(C)C)nn1-c1ccccc1 (configuration not stated),1,-5,0,1,-17,1.1,-9,0.9,1.1,9
O=C1C=C(NCCN2CCOCC2)CC(c2ccccc2)C1 (configuration not stated),1,-1,3,1,-7,1,-7,1,1.1,3
Cc1cc(NS(=O)(=O)c2ccccc2)c([N+](=O)[O-])cc1C,1,-1,-2,1,-4,1,1,1,1,1
COc1ccc(S(=O)(=O)N2CCCCCC2)cc1C(=O)OCC(=O)NC(C)(C)C,1,-3,1,1.1,-9,1,2,1,1,-2
O=C(c1cc(-c2ccc(Cl)cc2)n(-c2ccc(Cl)c(Cl)c2)n1)N1CCOCC1,0.8,-3,-13,0.8,-1,1,2,0.8,1,23
CCOc1cc(OCC)cc(C(=O)O)c1,1,-6,2,1,-17,1.1,-5,0.9,1.1,9
COC(=O)c1ccccc1NC(=O)CSc1n[nH]c(-c2cccnc2)n1,1.1,32,11,1,69*,0.7,4,0.7,1,31
O=C(N/N=C/c1cc(Br)ccc1O)c1ccccc1Cl,1,-6,-16,0.9,-43,1.1,0,0.8,0.9,24
Nc1ccccc1SCc1cc([N+](=O)[O-])cc2c1OCOC2,1.1,1,6,0.9,-3,1,-2,1.1,1,-10
CC(/C=C1\SC(=S)N(NC(=O)c2ccc(C)cc2)C1=O)=C\c1ccccc1,0.9,8,2,0.9,2,0.9,-1,0.7,1,25
Cc1[nH]n(-c2ccccc2)c(=O)c1C=NCC1CCCO1 (configuration not stated),1,-3,1,1.1,-4,1,2,1,1,4
Cc1[nH]c2ccccc2c1Cc1n[nH]c(=S)o1,1,-6,9,0.9,-16,1.1,-6,0.7,1.1,28
O=C(CCN1CCN(C(c2ccccc2)c2ccccc2)CC1)N/N=C/c1ccc(O)cc1O,1.2,2,1,1,-68,1,-2,0.9,1.1,8
Cc1ccc(-c2nnc(SCC(=O)Nc3ccc(N4CCOCC4)cc3)o2)cc1,1.1,-2,4,1.2,-2,1,1,1,1,4
Cc1cc(N2CCN(C)CC2)ccc1NC(=O)c1cccc(S(=O)(=O)N2CCc3ccccc3C2)c1,1.1,0,-3,1.1,-7,1,-3,1.5,1,-45
O=Cc1c(NCc2ccco2)nc2ccccn2c1=O,1,-7,3,0.9,-9,1.1,1,0.9,1,12

# Four entries already listed, arranged by heavy-atom count, lowest first:
SMILES,PMI act satM6P,TNAP inh hi DEA,G6PDH CS,PMI act,TNAP inh no acc,TNAP act hi DEA,Efa HMGR inh,Diaphorase act,FLuc stim CS,Diaph inh CS
Nc1ccccc1SCc1cc([N+](=O)[O-])cc2c1OCOC2,1.1,1,6,0.9,-3,1,-2,1.1,1,-10
CC(/C=C1\SC(=S)N(NC(=O)c2ccc(C)cc2)C1=O)=C\c1ccccc1,0.9,8,2,0.9,2,0.9,-1,0.7,1,25
Cc1ccc(-c2nnc(SCC(=O)Nc3ccc(N4CCOCC4)cc3)o2)cc1,1.1,-2,4,1.2,-2,1,1,1,1,4
O=C(CCN1CCN(C(c2ccccc2)c2ccccc2)CC1)N/N=C/c1ccc(O)cc1O,1.2,2,1,1,-68,1,-2,0.9,1.1,8
